HIV peptide binding: inhibitors of HIV fusion peptide binding, primary screen, biochemical, uHTS, fluorescence dequenching (AID 1986). cell-free peptide binding, fluorescence dequenching, 30 min; higher % means a stronger effect. one-dose inhibition, % at 20 µM; IC50 in µM for titrated hits. 0.3% of 290,000 active; in the data active = inhibition mostly above about 52%, no sharp cut-off; inactive = mostly below about 76%; also: some results filed as inactive read as strong as hits
AID2073: inhibitors of Mint1-CaV2.2 protein interaction, biochemical, HTRF (AID 2073). inhibition, % at 20 µM; hits with a dose series show IC50 in µM. HTRF protein-protein interaction, Mint1-CaV2.2; higher % means a stronger effect. Voltage-dependent N-type calcium channel subunit alpha-1B (Homo sapiens). 0.19% of 290,000 active; in the data active = inhibition mostly above about 51%, no sharp cut-off; inconclusive = no clear call, values can overlap the other calls; inactive = mostly below about 53%; also: some results filed as inactive read as strong as hits
Starred values were filed as active, the others as inactive; ? = inconclusive.

SMILES	HIV peptide binding	AID2073
CCC(=O)Nc1nnc(SCC(=O)NC2CCCC2)s1	1.2%	1%
O=C(O)c1cccc2c1C(=O)N(C1CCCC1)C2	0.0%	4%
CCCC(NC(=O)Cc1c(C)c2c(cc(C)c3c(C)coc32)oc1=O)C(=O)O (centres undefined)	1.0%	23%
CN(C(=O)c1cccc(C#CC(C)(C)O)c1)C1CCCN(Cc2ccccc2F)C1 (centres undefined)	0.5%	1%
O=c1ccc(-c2ccc(S(=O)(=O)N3CCN(c4ccccc4)CC3)o2)n[nH]1	3.0%	?
COc1ccc(-n2ncc3c2CC(C)(C)CC3NC(=O)Cc2nonc2C)cc1 (centres undefined)	-0.7%	-6%
CCOCCc1nnc(NC(=O)CS(=O)(=O)Cc2ccccc2)s1	3.1%	-7%
Cc1ccc(C)c(N2CCN(C(=O)CCC(=O)Nc3nnc(C(F)(F)F)s3)CC2)c1	1.3%	6%
C=CCNC(=O)c1cnn(-c2ccccc2)c1-c1ccccc1	-1.3%	11%
Cc1ccc(CN2C(=O)CSC2c2ccccc2F)cc1 (centres undefined)	-1.0%	12%
COc1ccc(OC)c(S(=O)(=O)NCc2ccccn2)c1	1.5%	13%
CC(=O)N(c1ccc(C(F)(F)F)cc1)S(=O)(=O)c1ccc(N2C(=O)CCC2=O)cc1	-0.9%	22%
COc1cccc(/C=C/c2ccc3cccc(O)c3n2)c1	1.5%	44%
C[C@@H](NC(=O)[C@@H]1Cc2ccccc2CN1)C(=O)Nc1ccc2c(c1)OCO2	0.6%	-1%
CCc1nnc(NC(=O)CSc2nc(C)cs2)s1	-1.2%	10%
COc1cccc(C(=O)NC(C)CCc2ccccc2)c1 (centres undefined)	0.4%	0%
COc1ccc2cc(C(=O)O)n(CC(=O)c3ccccc3)c2c1	-0.4%	1%
CC1(C)Cc2c(cnn2-c2ccc(F)cc2)C(NC(=O)C2CCC2)C1 (centres undefined)	-1.9%	4%
CCOc1ccc(CCNC(=O)C(C)n2nc(C)c3c(C)n(-c4ccccc4)nc3c2=O)cc1 (centres undefined)	-0.2%	0%
Cc1cccc(N2CC(C(=O)Nc3nccs3)CC2=O)c1C (centres undefined)	-0.2%	8%
O=c1[nH]c(/C=C/c2ccccc2F)nc2ccccc12	3.4%	18%
CCc1nnc(SCC(=O)Nc2ccc(N3CCOCC3)cc2)n1C	2.9%	6%
NS(=O)(=O)c1ccc(CCNC(=O)CC(c2ccccc2)c2ccccc2)cc1	2.3%	-4%
Cc1c(CC(=O)NCCCC(=O)O)c(=O)oc2cc3c(cc12)CCC(C)(C)O3	-0.4%	21%
CCc1nc(SCc2ccc(OCC(C)C)cc2)n[nH]1	-0.3%	-2%
Cc1ccc(Cl)cc1NS(=O)(=O)Cc1ccccc1	-0.5%	-3%
Cc1ccc(/C(O)=C2\C(=O)C(=O)N(C)C2c2ccccc2[N+](=O)[O-])cc1 (centres undefined)	-0.2%	-8%
O=C1c2ccccc2-c2onc3c(N4CCN(CCO)CC4)cc(N4CCN(C(=O)c5ccco5)CC4)c1c23	5.9%	48%
Cc1ccccc1/C=N/n1c(COc2ccccc2)n[nH]c1=S	4.1%	-23%
CC1(NC(=O)NCCCCCCNC(=O)NC2(C)CCS(=O)(=O)C2)CCS(=O)(=O)C1 (centres undefined)	-0.4%	17%
Cc1cc(C(=O)O)cc(S(=O)(=O)NNC(=O)c2cccs2)c1C	-1.6%	10%
O=C(Nc1ccc(Oc2ccccc2)nc1)C1CCN(Cc2ccccc2)CC1	2.2%	-6%
CSc1ccc(CN(C)CCc2ccccn2)cc1	1.0%	11%
COc1nc(NCCO)nc(Nc2cc(Cl)ccc2OC)n1	-1.9%	-2%
COc1cccc(CN(C)C(=O)c2ccccc2Sc2ccccc2C#N)c1OC	-1.2%	-51%
CN(C)c1ccc(N=Cc2cccn2C)cc1	-3.8%	-34%
COc1ccc(S(=O)(=O)N2CCN(Cc3ccccc3)CC2)c(C)c1	0.7%	-3%
COc1ccc(CCNC(=O)CCc2nnc(Cc3ccc4c(c3)OCO4)o2)cc1	-0.4%	3%
O=C(CNC(=O)c1ccc2ccccc2c1)NCc1ccccc1F	1.0%	15%
COC(=O)C1(C)NC(c2ccc(O)cc2)C2C(=O)N(c3ccccc3)C(=O)C21 (centres undefined)	1.6%	5%
CCN(CC(=O)Nc1ccc(NC(C)=O)cc1)Cc1c(O)ccc2cc(Br)ccc12	3.0%	-10%
CCOC(=O)c1ccc(N2C=C(C(=O)OC)C(c3cccc(O)c3)C(C(=O)OC)=C2)cc1	0.9%	20%
COc1ccc(-c2csc3ncnc(N4CCN(c5ccccc5)CC4)c23)cc1	-1.7%	-1%
Cc1ccc(NC(=O)c2cccnc2)cc1C	-1.2%	1%
CCN1CCc2c(sc(NC(=O)c3cc4ccccc4cc3OC)c2C(N)=O)C1	20%	26%
COc1ccc(N2CCN(c3ccc(NC(=O)NN)cc3)CC2)cc1	-0.3%	6%
CC(C)C(C(=O)NCc1ccccc1)N(CC1CCCO1)C(=O)CNS(=O)(=O)c1ccccc1 (centres undefined)	-0.3%	11%
CCn1c(=O)cc(OCC(=O)NC2CC2)c2ccccc21	0.0%	-5%
CN(CC(=O)Nc1c(Cl)cccc1Cl)C(=O)c1cccn1C	0.3%	18%
Cc1ccc(NS(=O)(=O)c2cc(C(=O)NCc3ccncc3)ccc2C)cc1	2.0%	11%
COc1ccc(Nc2cc(C)c3cc([N+](=O)[O-])ccc3n2)cc1	-1.9%	4%
O=C(O)C(c1ccccc1)N1C(=O)c2cccc3cccc(c23)C1=O (centres undefined)	1.3%	1%
COc1ccc(OCc2cc(C(=O)N3CCC(OC)CC3)no2)c2ccccc12	3.9%	-3%
Cc1cc(Cl)ccc1NC(=O)CCC(=O)N/N=C/c1cccnc1	-0.8%	15%
O=C(COC(=O)C1C2CC3OC(=O)C1C3C2)Nc1cccc(Cl)c1 (centres undefined)	0.6%	1%
O=C(CC1C(=O)NCCN1C(=O)c1ccccc1)Nc1cc(Cl)ccc1Cl (centres undefined)	0.3%	5%
CC(C)n1cc(CNC(=O)C2CCC(=O)N(Cc3ccccc3F)C2)cn1 (centres undefined)	0.0%	1%
O=S(=O)(NC1CC2CCC1C2)c1ccc(Br)cc1 (centres undefined)	0.5%	4%
Cc1ccc(/C=N/NC(=O)c2ccc(-n3cccc3)cc2)o1	0.4%	27%
CN(C)C(CNC(=O)C1CCN(S(=O)(=O)c2cccc(Cl)c2Cl)CC1)c1ccccc1 (centres undefined)	1.0%	2%

Another view of part of the listing above.
SMILES,HIV peptide binding,AID2073
CCOC(=O)c1ccc(N2C=C(C(=O)OC)C(c3cccc(O)c3)C(C(=O)OC)=C2)cc1,0.9%,20%
COc1ccc(-c2csc3ncnc(N4CCN(c5ccccc5)CC4)c23)cc1,-1.7%,-1%
Cc1ccc(NC(=O)c2cccnc2)cc1C,-1.2%,1%
CCN1CCc2c(sc(NC(=O)c3cc4ccccc4cc3OC)c2C(N)=O)C1,20%,26%
COc1ccc(N2CCN(c3ccc(NC(=O)NN)cc3)CC2)cc1,-0.3%,6%
CC(C)C(C(=O)NCc1ccccc1)N(CC1CCCO1)C(=O)CNS(=O)(=O)c1ccccc1 (centres undefined),-0.3%,11%
CCn1c(=O)cc(OCC(=O)NC2CC2)c2ccccc21,0.0%,-5%
CN(CC(=O)Nc1c(Cl)cccc1Cl)C(=O)c1cccn1C,0.3%,18%
Cc1ccc(NS(=O)(=O)c2cc(C(=O)NCc3ccncc3)ccc2C)cc1,2.0%,11%
COc1ccc(Nc2cc(C)c3cc([N+](=O)[O-])ccc3n2)cc1,-1.9%,4%
O=C(O)C(c1ccccc1)N1C(=O)c2cccc3cccc(c23)C1=O (centres undefined),1.3%,1%
COc1ccc(OCc2cc(C(=O)N3CCC(OC)CC3)no2)c2ccccc12,3.9%,-3%
Cc1cc(Cl)ccc1NC(=O)CCC(=O)N/N=C/c1cccnc1,-0.8%,15%
O=C(COC(=O)C1C2CC3OC(=O)C1C3C2)Nc1cccc(Cl)c1 (centres undefined),0.6%,1%
O=C(CC1C(=O)NCCN1C(=O)c1ccccc1)Nc1cc(Cl)ccc1Cl (centres undefined),0.3%,5%
CC(C)n1cc(CNC(=O)C2CCC(=O)N(Cc3ccccc3F)C2)cn1 (centres undefined),0.0%,1%

The results go on.
SMILES	HIV peptide binding	AID2073
O=C(Nc1ccccc1Cl)C1CCCN(S(=O)(=O)c2ccc(-n3cnnn3)cc2)C1 (centres undefined)	1.8%	-4%
CCCc1cc(=O)oc2cc(OCC(=O)Nc3ccc(S(N)(=O)=O)cc3)ccc12	5.6%	14µM*
Cc1ccc2cc(CCNS(=O)(=O)c3ccc(Br)cc3)c(=O)[nH]c2c1C	2.4%	13%
COc1ccc(NC(=O)c2ccccc2NS(=O)(=O)c2ccc(CNC(C)=O)cc2)c(OC)c1	2.9%	-2%
Cc1cc(C)cc(NC(=O)C2CCN(C(=O)[C@@H]3Cc4ccccc4CN3)CC2)c1	2.4%	8%
COc1ccc(-n2nc(C(=O)NCC(=O)N3CCC(C)CC3)c3ccccc3c2=O)cc1Cl	-0.3%	20%
COc1ccc(C(=O)NCCc2nnc3ccc(SCC(=O)Nc4ccccc4)nn23)cc1	1.0%	-6%
COc1ccc(C(=O)NC2CCCc3c2cnn3-c2cccc(C)c2C)c(OC)n1 (centres undefined)	-1.5%	2%
CCN(Cc1ccccc1)C(=O)CCNS(=O)(=O)c1cc(Br)cnc1N	0.7%	-1%
CC(Sc1ccccc1)C(=O)N1CCN(S(=O)(=O)c2ccccc2)CC1 (centres undefined)	-0.2%	11%
COC(=O)C1=C(C)N(Cc2ccccc2)C(=NCC(C)C)N[C@H]1c1ccccc1	11%	0%
ClC(Cl)(Cl)c1nc2ccccc2n2nncc12	-0.6%	-6%
O=C(O)CCCCCCCCc1cn(CN2C(=O)c3ccccc3C2=O)nn1	-0.5%	11%
COc1ccc(CNC(=O)Cn2nc(C(F)(F)F)c(Br)c2C)cc1	1.8%	-3%
O=C(Cc1ccc(O)cc1)N/N=C/c1cccs1	2.1%	1%
CC(C)(C)OC(=O)N[C@@H](COCc1ccccc1)C(=O)N[C@@H](CO)[C@H](O)[C@@H]1C[C@@H]1C(=O)NC1CC1	-0.9%	12%
Cc1cccc2[nH]c(CCNC(=O)C3CCC(=O)N(CCc4cccc(F)c4)C3)nc12 (centres undefined)	2.3%	-1%
O=C(c1ccccc1)N1CCc2[nH]nc(-c3ccccc3)c2C1	2.3%	12%
CCCCNC(=O)c1cc2c(=O)n3cccc(C)c3nc2s1	0.3%	22%
COc1ccc(-c2noc(N3CCC(C(=O)NCc4ccc(F)cc4)CC3)n2)cc1	0.3%	0%
Cc1cc2occ(CC(=O)N(C)CC(=O)Nc3cccc(F)c3)c2cc1C	2.4%	1%
COc1cc(C(=O)NCc2ccc3c(c2)OCO3)c([N+](=O)[O-])cc1OC	-1.6%	4%
O=C(NCCc1cccc(Cl)c1)c1cc2ccccc2oc1=O	-0.1%	13%
COc1cc(OC)cc(-c2nc(SCC(=O)Nc3ccccc3F)n[nH]2)c1	1.1%	11%
On1c(-c2ccc(Cl)cc2Cl)nc2ncccc21	-1.9%	-2%
O=C(NC(Cc1ccccc1)C(=O)O)/C(=C\c1ccccc1)NC(=O)c1ccc(Br)o1 (centres undefined)	1.9%	3%
CCOC(=O)C1CCN(S(=O)(=O)c2ccc3c(c2)CCN3C(C)=O)CC1	2.1%	-6%
C=CCn1c(SCc2ccc(C(=O)NCCO)cc2)nc2ccccc2c1=O	-1.7%	9%
CN(C)S(=O)(=O)N1CCN(C(=O)c2ccc3c(c2)OCO3)CC1	-0.9%	-2%
COc1ccc(C(=O)CN2CCN(c3ccc(Cl)cc3)CC2)cc1OC	0.2%	-1%
CCc1ccc(NC(=O)NNC(=O)c2cc3ccccc3cc2O)cc1	2.0%	25%
COc1ccc(N2CC(C(=O)N[C@H](C(=O)NC(C)c3ccccc3)C(C)C)CC2=O)cc1 (some centres undefined)	0.7%	-11%
Cc1ccccc1COC(=O)CCC1=NS(=O)(=O)c2ccccc2N1	1.1%	4%
COC(=O)CN(c1nc(C)c(Br)c(OC)n1)S(=O)(=O)c1ccccc1	1.2%	-1%
CCN(CC)CCCNC(=O)COc1ccc2oc3c(c2c1)CCCC3	-0.5%	3%
O=C(CCN1C(=O)C2C3CCC(C3)C2C1=O)Nc1ccc(F)cc1 (centres undefined)	-1.3%	3%
COC(=O)C(C)Oc1ccc(-c2nccc(-c3ccccn3)n2)cc1 (centres undefined)	-0.9%	12%
O=C(Nc1cccc(Cl)c1)C1CCN(C(=O)c2cccs2)CC1	0.7%	-14%
O=C(Cc1ccccc1Cl)Nc1ccc(S(=O)(=O)Nc2nccs2)cc1	3.0%	3%
O=C(NCC1CCCO1)c1ccc[nH]1 (centres undefined)	-1.9%	10%
CCC(NC(=O)COc1cc2c(c3oc(=O)c(C)c(C)c13)CCC(C)(C)O2)C(=O)O (centres undefined)	-0.2%	33%
O=C(CCCl)Nc1nc2c(s1)CCc1ccccc1-2	-2.4%	-3%
COc1cc(/C=C2/C(=N)N3N=C(C(C)C)SC3=NC2=O)ccc1OS(=O)(=O)c1ccccc1	22%	9%
O=S(=O)(Oc1ccccc1C(=S)N1CCOCC1)c1ccc(Cl)cc1	-1.1%	-17%
Cn1c(CNS(=O)(=O)c2cccc(Cl)c2)cc(=O)n(C)c1=O	-0.6%	14%

Full records from above. Screens in order: HIV peptide binding	AID2073
O=C(Nc1ccccc1Cl)C1CCCN(S(=O)(=O)c2ccc(-n3cnnn3)cc2)C1 (centres undefined) across the screens: 1.8%	-4%
O=C(NCC1CCCO1)c1ccc[nH]1 (centres undefined) across the screens: -1.9%	10%

Other compounds:
SMILES	HIV peptide binding	AID2073
O=S(=O)(c1ccc(Br)cc1)N1CCCC1	0.0%	4%
CCOC(=O)N1CCC(NC(=O)c2oc3c(F)cccc3c2C)CC1	-0.1%	6%
Cc1nn2c(N3CCOCC3)cc(C(C)(C)C)nc2c1-c1ccc(Cl)cc1	-0.6%	32%
CN(C)CCNC(=O)C(=O)Nc1cc2c3c(c1)CCC(=O)N3CCC2	-1.5%	9%

Screening results: PubChem BioAssay, Sanford-Burnham Center for Chemical Genomics

Some of the compounds tested (hit frequency here may not be typical).
